From PubChem BioAssay
TbPYK inhibitor – inhibitors of Trypanosoma brucei pyruvate kinase; TbPYK enzyme, Kinase-Glo Plus ATP luminescence, 45 min; Potency, µM (doses to about 76.8 µM), inactives show at the top dose activity, negative = inhibition, actives largely listed as inhibitors; 410,000 tested, 0.12% active; AID 624173; note: potency is the fitted concentration of half-maximal effect; % is set by controls: 0 for no effect and ±100 for the full control effect; nearly all actives have a fitted effect of over 50% in size
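Readout: single end-point luminescence (Kinase-Glo Plus, 10 min). Reaction conditions were TbPYK/substrate plus 130 uM ADP, 45 min at RT, pH 7.2 TEA buffer. No-enzyme wells served as controls, and data were normalized before concentration-response fitting.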
Cycloheximide cs – counter-screen for Shiga toxin inhibitors: cycloheximide protein synthesis inhibition; 300,000 tested, 12% active; AID 2314; max response, %; cell reporter, cycloheximide protein synthesis inhibition counterscreen; in the data active = max response mostly above about 13%, no sharp cut-off; inactive = mostly below about 14%; note: read at 38.3 µM for the half of the compounds with a filed dose; 0% is about no effect
Shiga toxin inh – blocks Shiga toxin action in Vero cells | inhibition, % at 38.7 µM | Vero cells, Shiga toxin protein synthesis inhibition reporter | AID 2315 | 290,000 tested, 9.2% active; in the data active = inhibition mostly above about 28%, no sharp cut-off; inactive = mostly below about 43%; note: 0% is about no effect
Pf growth 96h – P. falciparum growth inhibition at 96 hours; P. falciparum luciferase reporter growth, 96 h; Potency, µM (highest dose often 28.7 µM), without a hit: at the top dose activity change, negative = inhibition, most hits filed as inhibitors; 320,000 tested, 6.9% active; AID 504834; note: potency is the fitted concentration of half-maximal effect; % is set by controls: 0 for no effect and ±100 for the full control effect
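Readout is luminescence from an integrated firefly luciferase in P. falciparum. Red cells, 2% hematocrit and 0.05% parasitemia final, were cultured with compound through two parasite generations (96 hours) at 37 C, 5% CO2.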
LmPK inh – inhibitors of Leishmania mexicana pyruvate kinase | Q27686 | purified LmPK, Kinase-Glo ATP luminescence, 1 h | Potency, µM (highest dose often 57.5 µM), without a hit: at the top dose activity change, negative = inhibition, usual class: inhibitors | 290,000 tested, 0.37% active | AID 1721; note: potency is the fitted concentration of half-maximal effect; % is set by controls: 0 for no effect and ±100 for the full control effect
Target sequence (Q27686 whole entry, looked up): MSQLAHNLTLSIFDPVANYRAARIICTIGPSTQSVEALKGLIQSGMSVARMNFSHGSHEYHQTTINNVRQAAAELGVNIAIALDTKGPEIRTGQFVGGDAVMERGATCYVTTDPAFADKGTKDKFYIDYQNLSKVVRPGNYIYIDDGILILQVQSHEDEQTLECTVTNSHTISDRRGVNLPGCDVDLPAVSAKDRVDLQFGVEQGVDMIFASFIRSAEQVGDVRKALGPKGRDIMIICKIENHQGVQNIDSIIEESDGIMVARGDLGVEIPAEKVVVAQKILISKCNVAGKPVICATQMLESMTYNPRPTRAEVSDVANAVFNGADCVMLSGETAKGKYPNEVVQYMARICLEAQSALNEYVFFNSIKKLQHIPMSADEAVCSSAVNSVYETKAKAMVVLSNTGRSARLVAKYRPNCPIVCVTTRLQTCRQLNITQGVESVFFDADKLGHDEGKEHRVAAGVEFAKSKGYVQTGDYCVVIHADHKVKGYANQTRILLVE
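ATP generated from ADP (0.1 mM) and PEP (0.5 mM) by 0.1 nM LmPK over 1 h at room temperature (pH 7.2 imidazole buffer) was detected by coupled luciferase luminescence. Values were normalized to uninhibited and no-enzyme wells.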
AMA1 RON2 block – disrupts binding of P. falciparum AMA1 to RON2; Potency, µM (doses to about 58.2 µM), for the others: at the highest dose activity change, negative = inhibition, hits mostly inhibitors; AID 720542; 360,000 tested, 0.2% active; AlphaScreen AMA1-biotinylated RON2 peptide binding;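 note: potency is the fitted concentration of half-maximal effect; 0% = vehicle wells and -100% = peptide control; nearly all actives have a fitted effect of over 45% in size; some results filed as inactive show a strong effect at the top dose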
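AMA1 (3D7) with his tag at 25 nM final met compounds first, then biotinylated RON2 peptide at 25 nM; detection used donor plus acceptor beads, 10 µg/mL apiece, read by AlphaScreen after 30 min at room temperature.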
Pf growth 48h – inhibits P. falciparum growth in the first generation, 48 h | P. falciparum luciferase growth in erythrocytes, 48 h | Potency, µM (doses to about 28.7 µM), for the others: top-dose activity change, negative = inhibition, usual class: inhibitors | 310,000 tested, 5.9% active; note: potency is the fitted concentration of half-maximal effect; % is set by controls: 0 for no effect and ±100 for the full control effect
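Compounds are pin-transferred into medium, infected erythrocytes (2% hematocrit, 0.1% parasitemia final) are added, and plates sit one parasite generation at 37 C in 5% CO2. Detection reagent is then added and luminescence measured.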
The depositor's hits bear a star; ? = inconclusive; · = no result given; [ ] = another dose, or the depositor's remark. Unless noted, calls come from the whole dose curve; as a rule, active = well fitted curve in the direction sought with a large enough effect; inconclusive = small, poorly fitted or top-dose-only effect, or another doubt; inactive = no such curve, though single readings can be large; an effect the other way counts as inactive or inconclusive.

mol	Pf growth 48h	TbPYK inhibitor	LmPK inh	AMA1 RON2 block	Cycloheximide cs	Shiga toxin inh	Pf growth 96h
Cc1ccc(C(=O)N2CC(=O)Nc3ccc(F)cc3C2c2ccccc2)cc1[N+](=O)[O-] (configuration not stated)	9.28µM*	-11.7%	2.9%	-0.2%[2.32 µM]	4.0	-2.4	?
O=C(CSc1nnc(Cc2cc(=O)[nH]c(=O)[nH]2)n1-c1ccc(F)cc1)N1CCCCC1	·	-12.8%	0.4%	27.1%	-2.6	21.5	7.38µM*
COc1ccc(CC(=O)Nc2cc3oc4ccccc4c3cc2OC)cc1	45.7%[activator]	-0.1%	1.4%	6.9%	62.7*	111.4*	10.4µM*
Nc1cc2nc[nH]c2cc1N	-29.2%	-2.0%	-0.3%	5.4%	20.6	60.1	?
CCCCCCNC(=O)c1c(O)c2cccc3c2n(c1=O)CCC3	10.6%	-11.0%	-11.8%	6.4%	10.5	19.2	?
CC(C)C[C@H]1CN=C(Nc2ccccc2)N1CCCC1CCCCC1	?	-0.1%	-3.1%	7.4%	-2.5	1.2	?
O=C(C1COc2ccccc2O1)N1CCN(c2ccccc2O)CC1 (configuration not stated)	?	3.6%	·	-8.9%	·	·	?
CCCCn1[nH]c(-c2ccccc2)cc1=O	38.1%[activator]	-3.6%	-1.9%	6.4%	11.0	20.4	0.0%
COc1cccc(OCc2cc(C(=O)N(C)C3CCOCC3)no2)c1	28.6%	10.6%	-4.4%	13.0%	4.5	19.5	-26.1%
COC(=O)c1c(C)[nH]c(C(=O)C(C)OC(=O)c2c(C)noc2C)c1C (configuration not stated)	?	3.5%	·	-4.2%	·	·	4.15µM*
COC(=O)CN1C(=O)COc2ccc(S(=O)(=O)N3CCCC3)cc21	29.6%	-7.2%	0.5%	-11.2%	-1.2	-14.1	0.0%
Cc1nc2ccccc2c(=O)n1/N=C/c1cn(-c2ccccc2)nc1-c1cccs1	?	0.4%	1.1%	-13.0%	-3.8	17.1	·
O=C(NCc1ccco1)C1CN(S(=O)(=O)c2ccccc2)CCN1S(=O)(=O)c1ccccc1 (configuration not stated)	-18.1%	-6.8%	2.2%	-2.9%	2.0	31.1	2.6%
COc1ccc(CCN2CC(C#N)=C3c4cc(OC)c(OC)cc4CCN3C2)cc1OC	·	-4.6%	12.6%	0.3%	-1.3	-4.6	?
CCn1nc(C)c(NC(=O)/C=C/c2cnn(C)c2)c1C	3.3%	4.1%	-2.8%	-7.1%	-2.7	-4.8	44.4%[activator]
COc1ccc(NC(=S)NNC(=O)c2ccc(S(=O)(=O)N3CCOCC3)cc2)cc1	-30.5%[1.15 µM]	-14.9%	9.0%	67.2%[activator]	-4.0	-6.4	-2.5%
O=C1/C(=C/c2ccccn2)SC(=S)N1c1cccc(O)c1	7.3%	-0.5%	4.2%	-2.3%	36.4*	38.0*	0.4%
CCCOC(=O)C1[C@H]2C(=O)N(CCCOC)C[C@]23C=C[C@H]1O3 (some centres not stated)	3.8%	0.7%	-0.7%	-1.4%	-4.2	-12.3	-16.3%
Cc1nc(N2CCOCC2)c2c(C)c(C(=O)Nc3ccccc3Cl)sc2n1	6.2%	4.8%	-0.7%	19.9%	19.5	36.0	?
O=c1c2sc(-c3ccccc3)cc2nc2n1CCCCC2	300.0%[activator]	1.2%	-11.0%	-4.9%	53.4*	55.6*	·
CC(C)Oc1ccccc1-c1nc(SCC(=O)O)n[nH]1	-3.4%	1.7%	-1.0%	0.0%	-1.3	-1.9	·
COc1cc(C(=O)Nc2ccc(Cl)c(C(F)(F)F)c2)cc(OC)c1OC	13.1µM*	33.4%	-1.0%	-7.0%	4.8	9.1	-8.7%
CCOc1ccc(-n2c(=O)c3sccc3n(Cc3ccc(C)cc3)c2=O)cc1	15.8%	10.4%	-0.3%	-5.0%	-2.3	-5.2	?
C=C(C)CN(CC)c1nc(N)c2c(N)nc3c(c2c1C#N)CC(=O)N3C12CC3CC(CC(C3)C1)C2	·	-9.2%	10.8%	-16.4%	-2.7	-6.0	0.928µM*
Cc1nn(C)cc1C(C(=O)NC1CCCCC1)N(C(=O)Cn1nnc2ccccc21)c1ccc(F)cc1 (configuration not stated)	17.2%	-3.6%	2.9%	1.1%	8.0	-6.3	·
Fc1ccc(NC(=S)NCCc2ccc(Cl)cc2)cc1	-25.6%	-9.0%	-0.5%	-10.5%	48.2*	93.2*	-9.8%
CCOc1nc(OCC)c2cnn(C)c2n1	35.3%[activator]	-7.0%	-7.2%	-5.6%	-2.3	-20.8	83.9%[activator]
O=C(NCCc1ccccc1F)[C@@H]1CSC2c3ccccc3C(=O)N21 (some centres not stated)	5.7%	5.2%	-2.4%	-18.0%	-1.1	18.1	?
CC1(C)CC(=O)c2cc(C(=O)N3CCN(CCO)CC3)c(=O)n(-c3ccc(Cl)cc3)c2C1	9.5%	-9.0%	4.3%	0.0%	-4.7	-8.5	?
Cc1c(C(=O)CN2CCN(c3ccccc3)CC2)c2ccccc2n1C	-14.1%	2.2%	2.8%	-7.2%	3.3	-15.1	-20.6%
O=C(O)COCCN1CCN([C@H](c2ccccc2)c2ccc(Cl)cc2)CC1	·	1.8%	-0.8%	-12.7%	-5.1	-6.2	·
COCCNC(C(=O)Nc1ccc([N+](=O)[O-])cc1Br)c1ccccc1 (configuration not stated)	-20.3%	-0.5%	1.7%	-12.0%	0.8	-3.2	-27.0%
CCC(=O)N1CCN=C1SCc1ccccc1	·	-4.8%	2.5%	9.7%	-4.3	-9.0	-5.8%
COc1ccc2c(c1OC)C(=O)N1c3ccccc3N=C(c3ccc([N+](=O)[O-])cc3)CC21 (configuration not stated)	2.62µM*	-13.6%	4.6%	-12.7%	3.7	8.4	-0.5%
CN1c2ccsc2C(O)=C(C(=S)Nc2ccccc2)S1(=O)=O	?	1.4%	-6.5%	7.1%	-1.5	2.5	·
COc1cc(C2NC(=O)NC(C)=C2C(=O)OCC2CCCO2)cc(OC)c1OC (configuration not stated)	-5.2%	2.7%	-10.1%	19.7%	1.2	-17.2	117.4%[activator]
O=C(Nc1cccc(O)c1)C1CCCN1C(=O)OCc1ccccc1 (configuration not stated)	24.9%	4.3%	1.2%	-5.7%	-1.2	-2.3	?
Cc1cccc(OCCC(=O)Nc2ccc(F)c(F)c2)c1	?	3.4%	1.1%	-18.8%	9.0	25.4	31.6%[activator]
O=C(COc1ccc(Cl)cc1)NCc1nnc(SCC(=O)Nc2ccc(F)cc2F)o1	23.4%	-3.0%	-0.9%	0.0%	-2.1	-26.0	-24.7%
COc1ccc(-c2ccc(N)cn2)cn1	79.0%[activator]	-2.0%	·	-7.3%	·	·	82.2%[activator]
Clc1ccc(C2(Cn3cncn3)OCCO2)c(Cl)c1	-20.8%	-4.2%	·	·	·	·	?
CCn1c(=O)cc(SCC(=O)N2CCN(c3ccccn3)CC2)c2ccccc21	-21.1%	5.9%	0.1%	-16.3%	-2.9	-1.1	?
CN1C(=O)N(C)c2cccc3cccc1c23	21.7%	0.7%	-0.1%	6.8%	-3.5	1.3	?
NC(=O)NCC(=O)N1CCN(S(=O)(=O)c2ccc(Cl)s2)CC1	6.2%	1.6%	·	-3.5%	·	·	33.7%[activator]
CC(=O)Nc1c2c(nn1-c1ccccc1C)CS(=O)C2 (configuration not stated)	14.2%	6.4%	-1.8%	-0.9%	-5.2	-4.9	21.9%
C=CCn1c(SCc2ccc(C(=O)Nc3ccccc3)cc2)nnc1-c1ccccc1	35.6%[activator]	-11.0%	-4.1%	-10.3%	19.2*	35.5	15.2%
Cc1ccc(C(=O)CC(=O)c2ccc(C)cc2O)cc1	-61.5%	-5.2%	-1.6%	37.8%[activator]	39.2*	86.9*	7.38µM*
CCN1CCN(Cc2cc(C(C)(C)C)c(O)c(C(C)(C)C)c2)CC1	·	·	-15.4%	·	-3.5	0.9	-17.1%
O=C(COC(=O)/C=C/c1nc2ccccc2s1)Nc1ccccc1Oc1ccccc1	0.4%	-2.9%	2.2%	-13.6%	-1.7	-5.5	-1.4%
Cc1ccc(/C=C/c2nnc(-c3cccc(C)c3)o2)cc1	2.2%	1.2%	-1.4%	4.6%	18.0	-2.3	5.1%

Arranged by molar mass (smallest number first): part of the list above
mol	Pf growth 48h	TbPYK inhibitor	LmPK inh	AMA1 RON2 block	Cycloheximide cs	Shiga toxin inh	Pf growth 96h
COc1ccc(-c2ccc(N)cn2)cn1	79.0%[activator]	-2.0%	·	-7.3%	·	·	82.2%[activator]
O=C(COC(=O)/C=C/c1nc2ccccc2s1)Nc1ccccc1Oc1ccccc1	0.4%	-2.9%	2.2%	-13.6%	-1.7	-5.5	-1.4%
O=C(COc1ccc(Cl)cc1)NCc1nnc(SCC(=O)Nc2ccc(F)cc2F)o1	23.4%	-3.0%	-0.9%	0.0%	-2.1	-26.0	-24.7%

More structures follow.
mol	Pf growth 48h	TbPYK inhibitor	LmPK inh	AMA1 RON2 block	Cycloheximide cs	Shiga toxin inh	Pf growth 96h
O=C(NCC1CCCO1)c1cccc(N2C(=O)C3C4C=CC(C4)C3C2=O)c1 (configuration not stated)	6.3%	2.2%	2.9%	-5.7%	-2.1	-5.1	2.8%
Cc1ccc(/C(O)=C2\C(=O)C(=O)N(Cc3cccnc3)C2c2ccccc2[N+](=O)[O-])cc1 (configuration not stated)	-10.6%	-3.7%	-2.3%	-17.7%	37.3*	83.3*	49.5%[activator]
COCCNC(=O)c1cc2c(=O)[nH]c3ccccc3c2s1	?	-6.6%	5.4%	1.5%	3.8	-20.0	1.17µM*
CN(C)CCCNC(=O)c1cc(C(=O)c2ccc(F)cc2)c[nH]1	·	-4.2%	-0.2%	-18.5%	-3.0	-8.8	32.3%[activator]
COc1cccc(CC2(CO)CCCN(S(=O)(=O)N(C)C)C2)c1 (configuration not stated)	-6.9%	8.3%	1.3%	5.6%	5.2	15.5	6.57µM*
O=C(Cn1cc(C(=O)C2CC2)c2ccccc21)NC1CCCC1	10.2%	-9.4%	-2.2%	-14.0%	15.6	-6.1	0.0%
COc1ccc(-c2[nH]c3ccccc3c2SCCN)cc1	?	2.2%	-7.9%	13.7%	5.4	18.1	?
